Compound activity from PubChem.
D2 PAM = D2 dopamine receptor (human) potentiation; 340,000 tested, 0.34% active; potentiation, % at 10 µM; HEK293 T-REx D2, calcium flux, EC20 dopamine potentiation; P14416;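 active = potentiation over 3 SD above the plate norm, cut at about 30% in these data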; note: 0% is about no effect
Target sequence (P14416 whole entry, looked up): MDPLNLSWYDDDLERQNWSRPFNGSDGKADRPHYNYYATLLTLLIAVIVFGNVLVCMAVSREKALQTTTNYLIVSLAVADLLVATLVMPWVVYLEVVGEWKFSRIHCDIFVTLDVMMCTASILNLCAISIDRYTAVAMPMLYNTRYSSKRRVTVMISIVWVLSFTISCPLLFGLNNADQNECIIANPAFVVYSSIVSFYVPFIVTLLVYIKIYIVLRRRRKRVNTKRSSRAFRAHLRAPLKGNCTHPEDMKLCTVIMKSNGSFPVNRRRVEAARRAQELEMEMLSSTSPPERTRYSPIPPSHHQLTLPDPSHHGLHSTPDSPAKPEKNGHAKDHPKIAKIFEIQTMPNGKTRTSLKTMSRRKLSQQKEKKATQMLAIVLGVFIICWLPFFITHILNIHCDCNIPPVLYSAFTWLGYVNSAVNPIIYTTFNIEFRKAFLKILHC
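Cells plated with tetracycline inducer and held overnight at 30 C; calcium dye loaded 30–90 min at room temperature; baseline taken, compound added and read 180 s; EC20 dopamine then added and read 180 s.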
TRHR ag = activates the human TRH receptor; P34981; TRHR cells, calcium flux fluo-8, FDSS agonist mode; activation, % at 2 µM; 360,000 tested, 0.18% active; AID 493084; in the data active = activation above about 30%; note: 0% is about no effect
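TRHR-expressing cells loaded with fluo-8 calcium dye; 23 nL library compound pin-transferred, kinetic FDSS fluorescence (Ex 480/Em 530) recorded about 180 s for agonist-induced calcium release, before a 10 nM TRH EC20 addition for potentiator mode.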
Anesthetic bind = candidate novel general anesthetic via apoferritin binding; apoferritin/1-aminoanthracene competitive binding, fluorescence; 350,000 tested, 0.074% active; Potency, µM (series often up to 77.5 µM), for inactives: at the top dose activity change, negative = displacement, usual class: inhibitors; AID 485281; note: potency is the fitted concentration of half-maximal effect; % is set by controls: 0 for no effect and ±100 for the full control effect; nearly all actives have a fitted effect of over 20% in size
Target sequence (P02791 2-175 limits assumed): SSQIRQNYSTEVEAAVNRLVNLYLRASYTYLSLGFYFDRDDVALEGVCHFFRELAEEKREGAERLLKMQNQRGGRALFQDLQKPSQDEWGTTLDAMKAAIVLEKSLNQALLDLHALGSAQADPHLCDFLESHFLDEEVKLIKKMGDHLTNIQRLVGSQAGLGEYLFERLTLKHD
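Horse-spleen apoferritin (10 uM) was mixed with 50% saturated 1-aminoanthracene in PBS, exposed to compounds for 10 min at room temperature, and read for fluorescence (ex 380 nm, em 535 nm). Competitive displacement was fitted with a four-parameter Hill equation.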
TRHR enhancer = allosteric enhancers of human TRH receptor | enhancement, % at 2 µM | 360,000 tested, 0.66% active | TRHR cells, fluo-8 calcium fluorescence, EC20 TRH enhancement | P34981; in the data active = enhancement above about 30%; note: 0% is about no effect
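Enhancer read-out: after compound pinning and an initial kinetic agonist-mode read, an EC20 of TRH (10 nM final) was injected and fluo-8 calcium signal (Ex 480/Em 530) followed at 1 s/cycle for 100 cycles in TRHR-expressing cells.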
D1 antagonist = human D1 dopamine receptor antagonism; P21728; HEK293 TREx D1 cells, calcium flux, dopamine EC80; active compounds read low; activity change, negative = inhibition, % at 10 µM; 360,000 tested, 3.2% active; AID 504652; in the data active = activity change below about -30%; note: % is set by controls: 0 for no effect and ±100 for the full control effect
Target sequence (P21728 whole entry, looked up): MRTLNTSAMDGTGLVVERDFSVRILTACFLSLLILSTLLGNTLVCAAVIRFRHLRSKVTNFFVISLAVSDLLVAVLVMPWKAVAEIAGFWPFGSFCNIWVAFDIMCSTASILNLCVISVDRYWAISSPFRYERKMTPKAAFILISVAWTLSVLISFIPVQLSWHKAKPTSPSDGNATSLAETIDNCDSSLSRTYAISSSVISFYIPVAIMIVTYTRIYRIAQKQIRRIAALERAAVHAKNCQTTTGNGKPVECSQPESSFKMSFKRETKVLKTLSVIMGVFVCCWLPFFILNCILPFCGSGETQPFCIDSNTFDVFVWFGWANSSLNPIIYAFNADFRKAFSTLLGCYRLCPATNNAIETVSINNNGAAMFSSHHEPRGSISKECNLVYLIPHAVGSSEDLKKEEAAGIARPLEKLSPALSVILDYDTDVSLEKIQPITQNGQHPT
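Cells carrying a force-coupled, tetracycline-inducible human D1 receptor report calcium flux. Each well gets a 10 s baseline, compound with 180 s monitoring, then an EC80 dopamine stimulus with a second 180 s kinetic read.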
D1 ag = agonists of human D1 dopamine receptor. P21728. HEK293 T-REx D1 cells, calcium flux, agonist mode. activation, % at 2 µM. 360,000 tested, 1% active; in the data active = activation above about 30%; note: 0% is about no effect
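Agonism was scored from calcium flux recorded over 180 s (1 read/s) after pintool compound addition, following a 10-cycle baseline. Cells were inducible force-coupled HEK293 TREx D1, plated overnight at 30 C and loaded with no-wash calcium dye.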
D1 potentiator = enhances dopamine response at the human D1 receptor; 360,000 tested, 0.036% active; potentiation, % at 10 µM; P21728; HEK293 TREx D1 cells, calcium flux, dopamine EC20 potentiation; in the data active = potentiation above about 30%; note: 0% is about no effect
RXFP1 ag = agonists of human relaxin receptor RXFP1; 370,000 tested, 0.3% active; HEK293T-RXFP1 cAMP TR-FRET, 30 min; response scale: percent of porcine relaxin response, buffer zero; Potency, µM (highest dose often 57.5 µM), without a hit: top-dose activation, actives largely listed as activators; Q9HBX9; note: potency is the fitted concentration of half-maximal effect; % is set by controls: 0 for no effect and ±100 for the full control effect; nearly all actives have a fitted effect of over 60% in size; many of its hits are not listed in these tables
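HEK293T cells stably expressing RXFP1 were pretreated with the PDE4 inhibitor Ro 20174, exposed to compounds for 30 min at 37C, lysed, and cAMP was read by TR-FRET. Data normalized to buffer (basal) and 29 nM porcine relaxin (100%).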
RXFP1 antagonist = RXFP1 (human) relaxin receptor antagonism; 350,000 tested, 0.59% active; activity change, negative = inhibition, % at 57.5 µM; Q9HBX9; AID 1259400; HEK293-RXFP1, relaxin-stimulated cAMP HTRF, 30 min; active compounds read low;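 active = activity change of -60% or lower, but not beyond a set lower limit; inconclusive = change between -60% and -40%, or beyond the set limit; inactive = change above -40%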; note: % is set by controls: 0 for no effect and ±100 for the full control effect
Active calls of the source: *; ? = inconclusive; · = no result given; [ ] = remark or other dose. Unless noted, calls come from the whole dose curve; as a rule, active = well fitted curve in the direction sought with a large enough effect; inconclusive = small, poorly fitted or top-dose-only effect, or another doubt; inactive = no such curve, though single readings can be large; an effect the other way counts as inactive or inconclusive.

The first 2 compounds, to show the layout:
SMILES	D2 PAM	TRHR ag	Anesthetic bind	TRHR enhancer	D1 antagonist	D1 ag	D1 potentiator	RXFP1 ag	RXFP1 antagonist
O=C(Nc1cc2c3c(c1)CC(=O)N3CCC2)C1CC1	7.4	-0.9	·	0.0	-5.9	1.6	-1.8	1.7%	11.3
O=c1[nH]c2ccsc2c(=O)n1-c1ccc(F)c(Cl)c1	10.1	-1.8	-7.6%	-7.4	25.1	1.2	-4.8	1.9%	-1.3

The listing, from the first entry:
SMILES	D2 PAM	TRHR ag	Anesthetic bind	TRHR enhancer	D1 antagonist	D1 ag	D1 potentiator	RXFP1 ag	RXFP1 antagonist
O=C(Nc1cc2c3c(c1)CC(=O)N3CCC2)C1CC1	7.4	-0.9	·	0.0	-5.9	1.6	-1.8	1.7%	11.3
O=c1[nH]c2ccsc2c(=O)n1-c1ccc(F)c(Cl)c1	10.1	-1.8	-7.6%	-7.4	25.1	1.2	-4.8	1.9%	-1.3
CCN1CCN(c2nc3ccccc3nc2NS(=O)(=O)c2ccc(NC(C)=O)cc2)CC1	-4.6	0.3	-2.1%	-1.3	-9.9	4.3	-0.1	0.2%	8.9
COc1ccccc1NC(=O)C1=C(C)Nc2nc(SCc3cccc(F)c3)nn2C1c1ccc(C(=O)O)cc1 (centres undefined)	8.9	-0.6	-6.0%	-5.3	29.7	1.9	7.5	2.8%	-2.7
COCCCNC(=O)CCc1nc2cccnc2n1Cc1ccc(OC)cc1	-7.2	0.0	-10.7%	0.3	-2.8	-3.6	-1.3	1.0%	-6.7
Cc1ccccc1C1c2[nH]c3ccccc3c2CCN1Cc1cccn1-c1ncccn1 (centres undefined)	-7.4	0.2	3.5%	1.7	11.7	2.8	0.3	1.2%	-9.3
CCOC(=O)c1c[nH]c2c(C(F)(F)F)cccc2c1=O	12.1	0.2	-2.1%	7.1	6.2	-0.7	-7.8	1.4%	-6.1
CC(=O)Nc1ccc(NC(=O)Nc2ccccc2C)cc1	5.5	1.6	-2.7%	5.2	-12.8	0.8	3.7	-1.2%	1.0
COC(=O)c1nc(NC(=O)C(C)C)n[nH]1	2.3	0.4	-3.5%	3.2	-4.0	2.4	-5.3	0.9%	-14.7
O=[N+]([O-])c1cccc(-c2nn(-c3ccccc3)cc2CO)c1	13.9	1.7	-5.2%	4.0	1.4	2.0	4.5	-3.5%	3.7
CCc1ccc(NS(=O)(=O)c2ccc(C(=O)N(C)C)s2)cc1	-0.4	0.5	-16.3%	-2.9	0.7	2.0	1.3	-2.9%	·
Cc1cc(C)c(-c2cc(C(F)(F)F)no2)c(=O)[nH]1	-10.4	1.1	-2.6%	4.0	0.2	1.5	-1.9	1.0%	-11.3
CCCOc1ccc(/C=N/Nc2ccccn2)cc1OC	18.1	0.1	-5.1%	0.7	-1.4	2.6	-0.8	-0.1%	-27.1
Cn1c(CNC(=O)Nc2ccccc2)nnc1SCc1ccccc1	1.8	0.1	-9.5%	2.9	13.2	2.5	-2.7	-5.4%	-5.8
CCCn1c(=O)sc2cc(NC(=O)COc3ccc(Cl)cc3)ccc21	-11.9	-0.3	-10.8%	3.4	-23.2	21.8	-0.6	3.6%	·
CSc1nncc(/C(C)=N\Nc2ccccc2)n1	-0.2	-1.1	-20.9%	28.4	-36.7*	0.0	-4.5	-2.6%	-11.5
O=C(Cn1ncc2c1-c1ccccc1OC2)Nc1ccc(S(=O)(=O)N2CCCCC2)cc1	1.4	0.3	-21.1%	-5.3	4.7	4.6	-6.4	1.2%	-1.6
Cc1cc(NS(=O)(=O)c2ccc(NC(=O)c3cc(-c4cccnc4)nc4ccc(Cl)cc34)cc2)no1	11.4	0.0	-11.4%	-2.6	10.1	0.9	-2.1	1.8%	0.4
CCOC(=O)C(C)Sc1nc2c(c(-c3cccs3)c1C#N)CCC2 (centres undefined)	11.4	-0.3	-18.1%	6.3	7.9	4.7	-1.9	7.9%	10.7
CC(C)c1ccc(NC(=O)[C@H]2CSCN2C(=O)[C@@H]2CCC(=O)N2)cc1	-0.9	-0.1	-4.7%	-3.5	2.9	4.7	-3.0	-0.9%	1.5

Some entries already given, reduced to D2 PAM, Anesthetic bind and D1 ag:
SMILES	D2 PAM	Anesthetic bind	D1 ag
Cc1cc(NS(=O)(=O)c2ccc(NC(=O)c3cc(-c4cccnc4)nc4ccc(Cl)cc34)cc2)no1	11.4	-11.4%	0.9
O=[N+]([O-])c1cccc(-c2nn(-c3ccccc3)cc2CO)c1	13.9	-5.2%	2.0
COCCCNC(=O)CCc1nc2cccnc2n1Cc1ccc(OC)cc1	-7.2	-10.7%	-3.6
O=C(Nc1cc2c3c(c1)CC(=O)N3CCC2)C1CC1	7.4	·	1.6
CCOC(=O)c1c[nH]c2c(C(F)(F)F)cccc2c1=O	12.1	-2.1%	-0.7

The list goes on.
SMILES	D2 PAM	TRHR ag	Anesthetic bind	TRHR enhancer	D1 antagonist	D1 ag	D1 potentiator	RXFP1 ag	RXFP1 antagonist
O=C(NCC1CCCO1)c1cccc(S(=O)(=O)Nc2ccc(F)cc2)c1 (centres undefined)	2.7	0.1	·	-0.4	24.1	4.0	2.5	0.0%	-2.7
CCC(C)NC(=S)Nc1ccc2nc(N3CCN(CC)CC3)cc(C)c2c1 (centres undefined)	-8.0	1.7	-0.1%	4.4	21.0	5.7	0.4	-0.3%	2.4
CCOc1ccccc1OCCCC(=O)NC1CCCc2ccccc21 (centres undefined)	6.9	-1.6	-7.1%	9.6	5.1	5.7	13.1	-0.7%	-6.7
CCN(CC)CCCNC(=O)c1nn(C)c2c1CS(=O)(=O)c1ccccc1-2	9.6	-0.8	-4.9%	-3.2	-3.5	-0.5	-0.1	-1.3%	-1.7
c1ccc(COCCC2CO2)cc1 (centres undefined)	-13.3	0.1	-8.5%	-3.6	2.6	1.8	1.9	0.4%	·
COc1ccccc1N1CCN(C(=O)CCc2nnc3ccc(N4CCCC4)nn23)CC1	-5.4	-0.1	-19.2%	0.6	18.0	1.5	1.3	17.8%	-9.6
Cc1c(C2C(C#N)=C(N)N(c3ccccc3C#N)C3=C2C(=O)CCC3)cnn1C (centres undefined)	13.1	0.3	2.0%	0.1	-3.1	2.3	-3.2	0.4%	-7.9
Cc1ccnc2nc(C(=O)OCCOc3ccccc3)nn12	2.2	0.1	-12.3%	0.5	-7.4	2.6	3.4	8.7%	1.4
COc1ccccc1CNc1ccc(Br)cn1	1.8	-1.7	-18.8%	-0.3	3.1	2.6	6.4	-1.3%	-1.7
CCSc1nc2ccccc2n1Cc1cccc([N+](=O)[O-])c1	·	8.7	?	-2.4	33.9	7.2	-6.1	0.0%	9.2
O=c1c2c(-c3ccc(Cl)cc3)ccnc2[nH]n1-c1ccccc1	-4.2	1.0	-3.3%	1.2	10.1	-0.5	-0.8	-0.9%	·
CC1CC(C)CN(S(=O)(=O)N2CCC(C(=O)NCCC3=CCCCC3)CC2)C1 (centres undefined)	-7.8	-2.8	-2.8%	-0.6	-10.1	1.6	-4.3	-1.6%	3.4
Cc1cccc(C)c1NC(=O)CN(C)C(C)C(=O)Nc1ccccc1-c1ccccc1 (centres undefined)	-6.2	1.2	-6.6%	-4.4	18.1	-3.0	4.3	0.1%	-5.2
Cc1cn(C2OC(COC(=O)c3ccccc3)C(O)C2O)c(=O)[nH]c1=O (centres undefined)	1.8	-0.2	-2.1%	-8.3	-5.9	2.4	0.8	1.0%	-8.4
COC(=O)C1=C(C)NC(=O)NC1c1cn(-c2ccccc2)nc1-c1cccs1 (centres undefined)	2.9	-0.6	2.4%	0.2	14.2	1.6	-1.9	-1.0%	-16.3
CCOC(=O)CC(=O)Nc1nnc(CC(C)C)s1	0.4	0.1	-8.2%	-7.4	12.3	-0.1	0.2	0.2%	-0.9
O=C1NC(c2cc3c(cc2Cl)OCO3)Oc2ccccc21 (centres undefined)	-2.9	0.1	-17.6%	5.2	0.3	2.8	-1.7	0.8%	-6.6
C=CCOc1ccccc1CN1CCC(Oc2cc(C(=O)NC3CC3)ccc2OC)CC1	-10.2	0.0	-9.7%	-3.6	-74.3*	0.7	-8.6	3.7%	-7.2
Cc1[nH]c2ccccc2c1C(=O)COC(=O)CCS(=O)(=O)c1ccccc1Cl	-0.6	0.0	-12.3%	3.9	-6.1	2.6	-0.2	-0.6%	3.7
COC(C)(C)c1cc(C(C)(C)C)nc(N)n1	-4.6	0.3	2.9%	-1.4	3.0	1.2	1.1	0.5%	18.2
c1ccc2cc(CNCc3cccc4ccccc34)ccc2c1	-12.9	0.6	0.2%	8.9	15.0	6.9	-1.1	5.1%	-19.4
CC(C)Oc1ccc(N2CC(C(=O)Nc3ccccn3)CC2=O)cc1 (centres undefined)	-0.8	0.4	?	3.9	-6.7	0.9	-7.3	0.9%	0.2
COCCCn1c(=N)c(C(=O)NCc2ccco2)cc2c(=O)n3cccc(C)c3nc21	12.5	3.9	16.0%	1.6	-6.1	-1.9	0.5	9.6%	·
O=C(Cn1c(=O)oc2ccccc21)N1CCCC1	-2.4	0.4	1.2%	5.2	-10.7	3.9	-3.0	-3.1%	2.4
CN1/C(=C\C(=O)C[n+]2cccc(C(N)=O)c2)C(C)(C)c2ccccc21	-2.9	-0.7	-18.8%	1.0	-8.9	4.2	6.8	-2.3%	10.4
CCCOc1cc(CC(=O)NCc2ccco2)ccc1OC	-9.6	-0.2	-8.7%	-3.4	27.0	2.3	-1.9	1.5%	-3.4
COc1cccc(NC(=O)Nc2nc(-c3ccc(OC)c(OC)c3)cs2)c1	·	-0.1	-19.4%	-3.5	-40.4*	7.5	-8.2	12.0%	-62.2*
COc1ccc(-c2nc(CN3CCC(C(=O)NCCN(CC(C)C)CC(C)C)CC3)c(C)o2)cc1OC	5.0	-0.4	42.4%[activator]	0.7	-3.0	2.9	-5.1	0.4%	·
O=C(COC(=O)c1nc(Cl)ccc1Cl)NNC(=O)c1cccs1	1.2	0.2	·	-1.7	-3.8	0.5	-5.8	1.5%	-4.5
CCC(C)[C@H](NC(=O)C1CC(=O)N(c2ccc(OC)cc2)C1)C(=O)N1CCCCC1 (some centres undefined)	0.6	-0.1	-11.7%	-5.4	8.1	1.0	-5.9	2.5%	-13.4

Some of the compounds tested; rates above refer to the full screens.
